Screening results as filed in PubChem BioAssay.
KB-V1 cytotox – kills drug-selected multidrug resistant KB-V1 cells; KB-V1 MDR cells viability, CellTiter-Glo, 72 h; Potency, µM (titrated, usually from 46.1 µM), for inactives: top-dose activity change, negative = cytotoxicity, hits mostly cytotoxic; AID 1347076; 400,000 compounds, 3.4% hits; also: potency is read from the fitted curve at half-maximal effect; % is scaled to controls: 0 for no effect and ±100 for the full control effect; nearly all actives have a fitted effect of over 60% in size
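KB-V1, DMEM (no phenol red) + 10% FBS; cpd pin-transferred, titration series; 72 h, 37 degrees C; CellTiter-Glo, luminescence. Data normalized, curve-fit.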
S2 tox – cell viability loss in ATXN counter-screen. S2 cells (HEK-293 line with an ATXN2-luciferase reporter) viability, CellTiter-Fluor protease fluorescence, 24 h. 400,000 compounds, 0.49% hits. Potency, µM (series often up to 56.7 µM), actives largely listed as cytotoxic; also: potency is read from the fitted curve at half-maximal effect; nearly all actives have a fitted effect of over 40% in size
SW480 rerep – inducers of DNA re-replication in SW480 colon cancer cells. 340,000 compounds, 1.8% hits. SW480 DNA re-replication, Hoechst DNA content imaging, 48 h. Potency, µM (top dose mostly 46.1 µM), for the others: top-dose re-replication activation, usual class: activators; also: potency is read from the fitted curve at half-maximal effect; % of control where 0% means no effect; nearly all actives have a fitted effect of over 55% in size
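250 cells/well; 23 nL cpd via pin tool; 48 hr, 37 C, 5% CO2; Hoechst 40 min; imager read of total nuclear intensity, ex 405/em 500-530 nm.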
HT1080-NT tox – kills 2HG-producing HT-1080-NT fibrosarcoma cells. HT-1080-NT fibrosarcoma viability, CellTiter-Glo ATP luminescence, 48 h. Potency, µM (highest dose often 46.1 µM), for the others: at the top dose activity, negative = less viability, most hits filed as cytotoxic. 360,000 compounds, 1.6% hits. AID 686970;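 also: NT is the 2HG producing partner of a matched IDH1 knockdown line; potency is read from the fitted curve at half-maximal effect; 0% = DMSO-treated cells and -100% = media-only wells without cells; nearly all actives have a fitted effect of over 55% in size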
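HT-1080-NT; 750 cells/well; 5% FBS RPMI; 48 h compound, 37 degrees C; CellTiter-Glo luminescence; curve fitting and curve-class assignment.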
MCF10A rerep – inducers of DNA re-replication in MCF 10A breast cells; MCF 10A DNA re-replication, Hoechst nuclear intensity, 48 h; AID 624296; Potency, µM (titrated, usually from 46.1 µM), inactives show at the top dose activity, positive = re-replication, hits mostly activators; 350,000 compounds, 2.9% hits; also: potency is read from the fitted curve at half-maximal effect; % of control where 0% means no effect; nearly all actives have a fitted effect of over 50% in size
IL1B secr inh – inflammasome signaling inhibition, IL-1 beta readout. 360,000 compounds, 4.7% hits. activity change, % at 57.5 µM. AID 743279. THP-1 LPS/ATP IL-1B secretion, AlphaLISA, 16 h; active compounds read low; in the data active = activity change below about -50%; inconclusive = mostly about -30% to -49%; also: % is scaled to controls: 0 for no effect and ±100 for the full control effect
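Secreted IL-1B measured by AlphaLISA bead assay after 16 h compound exposure of THP-1 cells; compounds (final up to 57.5 uM) added 1 h before LPS (250 ng/mL) and ATP (1.25 mM) stimulation; lower signal means less secretion.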
ATXN2 expr inh – ATXN2 expression inhibition. Potency, µM (doses to about 57 µM), for the others: at the top dose activity change, negative = inhibition, usual class: inhibitors. 360,000 compounds, 0.72% hits. HEK-293 ATXN2-luciferase reporter, luminescence, 24 h; also: potency is read from the fitted curve at half-maximal effect; % is scaled to controls: 0 for no effect and ±100 for the full control effect; nearly all actives have a fitted effect of over 55% in size
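qHTS (up to 57 uM final) was run with 24 h compound exposure of reporter cells at 37 °C. Each well was multiplexed: SteadyGlo luminescence measured ATXN2-luciferase expression after a fluorogenic Gly-Phe-AFC viability readout (25 uM final).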
HT1080 IDH1KD tx – toxicity to HT-1080 IDH1 knockdown cells (counter line). Potency, µM (titrated, usually from 46.1 µM), inactives show at the highest dose activity, negative = toxicity, most hits filed as cytotoxic. HT-1080 IDH1 knockdown viability, ATP luminescence, 48 h. 360,000 compounds, 2% hits;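 also: potency is read from the fitted curve at half-maximal effect; 0% = DMSO wells and -100% = cell-free medium wells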
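% activity derives from luminescence (CellTiter-Glo), normalised to DMSO and no-cell wells. HT-1080-IDH1KD cells, 750/well, had 48 h compound exposure at 37 °C.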
KB-3-1 cytotox – KB-3-1 parental cell cytotoxicity; KB-3-1 viability, CellTiter-Glo ATP luminescence, 72 h; Potency, µM (highest dose often 46.1 µM), for the others: at the top dose activity change, negative = cytotoxic, usual class: cytotoxic; 400,000 compounds, 1.4% hits; also: potency is read from the fitted curve at half-maximal effect; % is scaled to controls: 0 for no effect and ±100 for the full control effect; nearly all actives have a fitted effect of over 60% in size
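Screening of KB-3-1 cells (DMEM, 10% FBS, phenol-red free) ran from lowest to highest compound concentration; after 72 h at 37 °C viability was read luminescently and curves fitted.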
* marks the source's active call; other numbers are inactive results; i = inactive; ? = inconclusive; nt = no result given; & = joins results of further samples; [ ] = remark or other dose. Unless noted, calls follow the shape of the dose curve; as a rule, active = well fitted curve in the direction sought with a large enough effect; inconclusive = small, poorly fitted or top-dose-only effect, or another doubt; inactive = no such curve, though single readings can be large; an effect the other way counts as inactive or inconclusive.

Every second line gives: KB-V1 cytotox | S2 tox | SW480 rerep | HT1080-NT tox | MCF10A rerep | IL1B secr inh | ATXN2 expr inh | HT1080 IDH1KD tx | KB-3-1 cytotox
COc1ccc(-c2cc3c(c4c2ccn4C)C2CCC3C2)cn1 (centres undefined)
→ -1.3% | i | nt | 0.8% | nt | 0.0 | -0.1% | -0.2% | -0.4%
CC1CCN(C(=O)CCS(=O)(=O)c2cc3c(cc2Cl)NC(=O)CO3)CC1
→ 14.0%&-17.6% | i | -7.1% | 8.5% | -1.3% | 5.5 | -1.7%&-6.9% | 5.5% | 29.1%&13.0%
CC12C=CC(=O)C=C1CCC1C2CCC2(C)C(C(=O)CO)CCC12 (centres undefined)
→ ? | i | -4.2% | 11.6% | 0.9% | 3.0 | -10.3% | 22.3% | ?
C[C@H](CO)N1C[C@H](C)[C@@H](CN(C)S(=O)(=O)c2ccccc2)Oc2c(NC(=O)Nc3ccccc3)cccc2C1=O
→ 13.6% | i | ? | 7.3% | -9.7% | -7.5 | -10.0% | 4.9% | 3.1%
CC(C)c1ccc(CNC(=O)C(=O)NCC2CCCO2)cc1 (centres undefined)
→ ? | i | ? | -8.9% | ? | 25.6 | -10.5% | ? | ?
COCc1c(N)c(C)nc(Cl)c1C#N
→ -2.3% | ? | -10.1% | 8.7% | -7.9% | 0.0 | -32.9% | 9.2% | -9.6%
CCc1c(O)nc(SC2CC(=O)N(c3ccc(F)c(Cl)c3)C2=O)[nH]c1=O (centres undefined)
→ ? | i | 0.3% | 9.8% | -7.4% | 26.9 | 3.2% | 14.4% | 22.8%
O=C(NC1CCCCC1)c1ccc(CNc2nc(=S)[nH]c3ccccc23)cc1
→ -24.0% | i | -0.3% | -19.7% | -1.5% | 42.3 | -11.0% | -2.6% | -15.1%
O=C(NCC(c1cccs1)N1CCOCC1)c1cc(=O)[nH]c2ccccc12 (centres undefined)
→ 20.2% | i | -354.6%[inhibitor] | -0.6% | -30.8%[inhibitor] | -0.6 | -18.5% | 7.3% | 7.8%
O=C1NC(=O)/C(=C\c2ccc(Oc3cnccn3)cc2)S1
→ 2.9% | i | -2.7% | 2.7% | 10.3% | -6.1 | 11.5%[11.3 µM] | -13.9% | -1.0%
Cc1cccc(Nc2nc(N)nc(CN3CCN(Cc4ccc5c(c4)OCO5)CC3)n2)c1
→ 14.6µM* | i | -1.1% | -20.3% | 7.9% | -28.4 | -16.8% | -18.2% | -0.4%
CN(c1cccc(NC(=O)Nc2cccc(Cl)c2)c1)S(C)(=O)=O
→ ? | i | -2.3% | -28.7% | 11.6% | -25.0 | 18.5% | -2.5%[9.24 µM] | -0.2%
COCCSc1ccccc1C(=O)N1CCN(Cc2ccc3c(c2)OCO3)CC1
→ -27.1% | i | -6.5% | -4.8% | -1.9% | -22.0 | 0.4% | -11.4%[9.24 µM] | -11.9%
CCOC(=O)Nc1ccc(S(=O)(=O)Nn2cnnc2)cc1
→ -12.6% | i | -4.8% | 3.4% | -0.7% | 25.9 | 1.5% | 3.4%[9.24 µM] | -1.5%
COC(=O)CNC(=O)CN1C(=O)N(c2ccccc2)C(N(O)C(=O)Nc2ccccc2)C1(C)C (centres undefined)
→ -2.1% | i | -6.5% | 3.3% | 0.9% | 30.5 | 1.4% | 0.0%[9.24 µM] | 0.3%
CN(C(=O)OC(C)(C)C)[C@H](Cc1ccccc1)C(=O)N[C@H]1CCCCNC1=O
→ 0.0% | i | 0.6% | 10.6% | 10.1% | 3.0 | 12.5% | 7.0% | 0.0%
NC1=NS(=O)(=O)NC1c1cccc(Cl)c1 (centres undefined)
→ -13.7% | i | 2.2%[9.22 µM] | 9.6% | 2.9% | 5.2 | 1.9% | 2.5% | -4.0%
COc1ccc(NC(=O)c2ccc(-n3nc(C)c[n+]3[O-])cc2)cc1
→ ? | i | -1.1% | 12.0% | -14.0% | -10.8 | 0.7% | 16.7% | 17.6%
Cc1cccc(OCC(O)CN2CCN(C3CCCCC3)CC2)c1 (centres undefined)
→ -3.5% | i | -18.6% | -1.5% | 5.4% | -7.4 | -3.1% | 0.6% | -3.9%
COc1ccccc1NCC(O)COc1ccc(C(C)(C)C)cc1 (centres undefined)
→ -28.8% | ? | 1.9% | 16.4µM* | ? | -105.8* | ? | 16.4µM* | -6.7%

Of the compounds above, these contain an aryl thioether with sulfur outside any ring.
Every second line gives: KB-V1 cytotox | S2 tox | SW480 rerep | HT1080-NT tox | MCF10A rerep | IL1B secr inh | ATXN2 expr inh | HT1080 IDH1KD tx | KB-3-1 cytotox
CCc1c(O)nc(SC2CC(=O)N(c3ccc(F)c(Cl)c3)C2=O)[nH]c1=O (centres undefined)
→ ? | i | 0.3% | 9.8% | -7.4% | 26.9 | 3.2% | 14.4% | 22.8%
COCCSc1ccccc1C(=O)N1CCN(Cc2ccc3c(c2)OCO3)CC1
→ -27.1% | i | -6.5% | -4.8% | -1.9% | -22.0 | 0.4% | -11.4%[9.24 µM] | -11.9%

The results go on.
Every second line gives: KB-V1 cytotox | S2 tox | SW480 rerep | HT1080-NT tox | MCF10A rerep | IL1B secr inh | ATXN2 expr inh | HT1080 IDH1KD tx | KB-3-1 cytotox
Cc1nc(C)c(-c2csc(Nc3ccc(Cl)cn3)n2)s1
→ -25.7% | ? | nt | -22.5% | nt | 22.2 | nt | -24.6% | ?
C[C@@H]1CN([C@@H](C)CO)S(=O)(=O)c2ccc(Br)cc2O[C@H]1CN(C)C(=O)c1ccccc1
→ ? | i | nt | -1.3% | nt | -24.6 | -6.9% | 8.6% | 3.5%
NC(=O)c1ccc(-n2nnnc2SCC(=O)Nc2ccccc2F)cc1
→ 9.5% | i | -11.3% | -5.5% | -6.2% | -18.8 | -0.2% | -9.2% | 0.7%
COc1ccc(/C=N\NC(=O)c2nn(C)cc2Cl)cc1CN1CCOCC1
→ ? | i | -2.2% | 16.9% | -6.1% | 11.5 | -6.1% | 18.9% | 5.4%
CCOC(=O)Nc1ccccc1C(=O)N1CCOCC1
→ 7.5% | ? | -3.4% | 16.6% | -2.4% | -0.5 | -10.4% | 15.2% | -4.1%
CC(=O)c1ccc(NC(=O)C(C)n2nc(-c3ccccc3)ccc2=O)cc1 (centres undefined)
→ -13.0% | i | nt | nt | nt | nt | 0.1% | nt | -18.4%
Cc1ccc2[nH]cc(CCNS(=O)(=O)c3ccc(F)cc3)c2c1
→ -1.2% | i | -0.6% | 1.2% | -3.1% | 0.0 | -12.3% | 3.3% | -3.7%
CCCCCC(C)NC(=S)NC(=O)c1cc(S(=O)(=O)N2CCOCC2)ccc1C (centres undefined)
→ ? | i | -2.2% | -13.2% | 15.0% | -1.1 | -5.0% | -21.2% | -10.4%
COc1cc(NC(=O)CCCNC(=O)c2ccc(Cl)cc2)cc(OC)c1
→ 2.8% | i | -3.2% | 2.0% | 1.1% | 90.6 | 5.2% | -13.3% | -1.6%
CCC1(c2ccc(F)cc2)NC(=O)N(CC(=O)Nc2cccc(S(=O)(=O)N3CCCC3)c2)C1=O (centres undefined)
→ -10.5% | i | -11.5% | 0.2% | -4.8% | 0.0 | -1.8% | -5.8% | -1.9%
CCOc1ccccc1-n1c(SCC(=O)N2CCOCC2)nnc1-c1ccccn1
→ 0.0% | i | -11.4% | 8.7% | -1.9% | 10.1 | -4.9% | 1.4% | 2.3%
CCOc1cc2c(Cl)ncnc2c(OCC)c1OCC
→ ? | i | -7.8% | 11.5% | 0.3% | 14.8 | 27.3% | 20.1% | 9.4%
COc1ccccc1NC(=O)C(=O)NCCCN1CCCC1=O
→ -7.5% | i | -1.9% | -2.1% | -10.2% | 11.9 | 39.8%[activator] | 15.1% | 16.8%
CC(C)CCOc1cccc(OCC(=O)NC2CCS(=O)(=O)C2)c1 (centres undefined)
→ -5.2% | i | -7.2% | -2.9% | i[0.0737 µM] | 21.7 | -3.8% | -1.7% | 4.2%
CC(=O)c1cccc(NC(=O)c2ccccc2OCc2ccc(F)cc2)c1
→ ? | ? | 17.9% | -5.3% | 9.0% | 32.8 | -15.9% | -25.6% | -17.3%
O=C1OCC(c2ccc(Cl)s2)=C1c1ccccc1[N+](=O)[O-]
→ -28.5% | i | -0.9% | -6.4% | 4.0% | -65.3* | -22.9% | -3.7% | -17.6%
Cc1ccc(N2C(=O)[C@@H]3[C@H](C2=O)C2c4ccccc4C=CN2[C@@H]3C(=O)c2ccco2)cc1 (some centres undefined)
→ 0.0% | i | 4.8% | 0.2% | 19.3% | 33.4 | 5.0% | -3.6% | -3.5%
O=C(Cn1nc(-c2ccccc2)nc1-c1ccccc1)N1CCOCC1
→ 0.1% | i | -6.2% | -6.8% | 0.1% | -17.2 | 0.0% | 6.3% | 0.0%
O=[N+]([O-])c1ccc(S(=O)(=O)NCCc2cn3ccccc3n2)cc1
→ 3.2% | nt | -4.9% | -8.0% | -3.6% | -10.3 | 1.5% | -0.6% | -0.9%
CCOC(=O)c1ccc2c(c1)nc(SC/C(O)=C(\C#N)c1nc3ccccc3[nH]1)n2CC
→ 8.5% | i | 0.0% | 2.1% | ? | 8.1 | 2.9% | 0.4% | 2.3%
Cc1ccccc1/C=N/n1c(-c2cc(-c3ccccc3)n[nH]2)n[nH]c1=S
→ 2.5% | i | ? | -1.5% | ? | 1.0 | 0.3% | -3.3% | 5.4%
CC[C@@H]1C(=O)[C@H](Cc2ccccc2)[C@H]2CCCC(=O)N3CC[C@@H]1[C@@H]23
→ -12.7%&-23.1% | i | -20.8% | 10.2% | 1.2% | 10.1 | -2.3% | 10.2% | 0.0%&9.9%
COCCCN1C(=O)c2ccc(C(=O)O)cc2C1=O
→ -2.7% | i | -0.2% | 8.9% | ? | -16.2 | 3.3% | -2.6% | -9.9%
CS(=O)(=O)N1CCN(C(=S)NCc2ccc(F)cc2)CC1
→ -8.7% | i | -0.1% | 6.5% | 1.4% | 0.0 | -8.9% | 10.1% | ?
CCCNC(=O)C1(C)CCCN(C(=O)c2cc3ccccc3s2)C1 (centres undefined)
→ -2.6% | i | nt | ? | nt | -1.7 | 7.0% | -0.7% | 0.0%
